# Assay outcomes: PubChem, Broad Institute
# PAX8 inh HTS: PAX8 transcriptional activity inhibition; inhibition, % at 12.6 µM; AID 652154; 360,000 tested, 1.2% active; RMG-I TPO-luciferase reporter, SteadyGlo, 24 h;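 active means mean replicate inhibition at least 60% with every replicate also reaching 60%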;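 further: luciferase light reporting Pax8 driven TPO promoter activity; plate controls were median of neutral control wells for no effect and mitoxantrone controls for full effect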
# PglD DTNB: inhibitors of Campylobacter jejuni PglD acetyltransferase; AID 602405; inhibition, % at 12.5 µM; purified PglD enzyme, DTNB colorimetric CoA detection; 360,000 tested, 0.098% active; in the data active means inhibition above about 16%, passing the limit was not always enough; further: strong numbers were not always called active
# ERAP1 HTS inh: blocks human ERAP1 aminopeptidase activity | Q9NZ08 | recombinant ERAP1, Leu-AMC fluorescence, 60 min | inhibition, % at 10.7 µM | 340,000 tested, 0.15% active | AID 652197;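 active means mean replicate inhibition of at least 30%, or all replicates individually reaching that 30% level; inactive means mean below 30% and not every replicate reaching it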;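 further: 0% = neutral control wells and 100% = L-leucinethiol positive control wells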
# Target sequence (Q9NZ08 whole entry, looked up): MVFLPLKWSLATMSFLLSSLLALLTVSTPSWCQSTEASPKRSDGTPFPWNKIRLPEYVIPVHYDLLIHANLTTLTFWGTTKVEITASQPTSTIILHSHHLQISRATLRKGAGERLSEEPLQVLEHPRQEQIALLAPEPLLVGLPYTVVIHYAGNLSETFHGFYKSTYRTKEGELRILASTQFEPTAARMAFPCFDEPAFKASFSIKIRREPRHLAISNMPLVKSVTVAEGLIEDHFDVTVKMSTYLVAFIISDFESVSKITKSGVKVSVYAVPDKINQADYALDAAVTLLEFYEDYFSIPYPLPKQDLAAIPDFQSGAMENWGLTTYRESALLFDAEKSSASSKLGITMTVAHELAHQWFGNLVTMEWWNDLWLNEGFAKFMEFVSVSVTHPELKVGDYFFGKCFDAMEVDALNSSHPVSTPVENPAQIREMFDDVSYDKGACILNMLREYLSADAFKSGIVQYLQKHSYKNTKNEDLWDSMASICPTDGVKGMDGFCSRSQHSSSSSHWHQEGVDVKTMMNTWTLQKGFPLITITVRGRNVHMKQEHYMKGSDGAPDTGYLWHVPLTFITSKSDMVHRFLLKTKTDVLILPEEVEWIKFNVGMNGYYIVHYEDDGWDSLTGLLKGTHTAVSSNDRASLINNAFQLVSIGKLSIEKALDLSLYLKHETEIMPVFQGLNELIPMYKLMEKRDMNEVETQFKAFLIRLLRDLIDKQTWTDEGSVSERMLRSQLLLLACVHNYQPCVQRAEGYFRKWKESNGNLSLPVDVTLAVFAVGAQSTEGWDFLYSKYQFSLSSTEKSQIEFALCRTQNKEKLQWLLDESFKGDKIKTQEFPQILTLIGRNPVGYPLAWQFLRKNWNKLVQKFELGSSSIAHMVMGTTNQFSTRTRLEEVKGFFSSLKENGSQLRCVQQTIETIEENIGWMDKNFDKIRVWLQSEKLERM
# FN deposition inh: fibronectin deposition inhibition | AH1F fibroblasts, Alexa488-fibronectin deposition fluorescence, overnight | inhibition, % at 12.6 µM | 350,000 tested, 0.086% active;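 active means mean inhibition across replicates of 30% or more, regardless of how many single replicates reach that level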;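 further: positive control wells lacked labelled fibronectin entirely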
#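 Schedule: 1 h cell adhesion before compound, then overnight fibronectin incubation; test system: AH1F fibroblast monolayer depositing Alexa488-labelled fibronectin into matrix; quantity: 10000 AH1F cells per well; probe or stimulus: fluorescent fibronectin at 24 nM final; signal: fluorescence, ex 485 nm, em 525 nm; evaluation: percent inhibition as loss of matrix-bound fibronectin fluorescence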
# EWS-Fli block: blocks EWS/Fli oncoprotein-driven transcription; inhibition, % at 12.6 µM; A673 NR0B1-luciferase reporter, viability-normalised; 350,000 tested, 0.67% active;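 active means mean inhibition of at least 50% after viability correction, with every replicate also passing that limit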;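 further: firefly luciferase signal divided by Alamar Blue viability fluorescence both relative to DMSO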
# PGC1a acetyl inh: modulators of PGC1a acetylation; U2OS PGC1a acetylation, AlphaScreen anti-acetyl-lysine; with virally co-expressed GCN5 acetyltransferase; inhibition, % at 15.6 µM; 350,000 tested, 0.17% active; AID 651687;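 active means every replicate shows inhibition of at least 40%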;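 further: 0% = neutral control wells and 100% = positive control wells; some results beyond the cut were filed as inactive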
# LGR2 inh: blocks bursicon-induced cAMP signaling via Drosophila LGR2 | 380,000 tested, 0.35% active | HEK293 LGR2, CRE-luciferase, bursicon-stimulated, 4 h | inhibition, % at 9.99 µM | AID 720647;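 active means drop in luminescence signal, shown as inhibition above about 50% in the replicate tests, limit read from the data, passing the limit was not always enough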;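 further: agonist challenge used bursicon conditioned medium at about half maximal strength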
# S100A4 inh HTS: S100A4-myosin IIA interaction inhibition; S100A4/TAMRA-MyoIIA peptide fluorescence polarization; AID 652163; P26447; 360,000 tested, 0.14% active; inhibition, % at 10.7 µM;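 active means mean inhibition of at least 70% across replicates, with every replicate also reaching that level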
# Target sequence (P26447 whole entry, looked up): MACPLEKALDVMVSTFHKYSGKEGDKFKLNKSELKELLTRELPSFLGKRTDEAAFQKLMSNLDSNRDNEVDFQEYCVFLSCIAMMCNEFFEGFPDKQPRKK
#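 Material: S100A4 monomer protein / Buffer or medium: 50 mM HEPES pH 7.2, 10 mM CaCl2, 100 mM KCl / Times: 5 min incubation before reading / Benchmarks: neutral control DMSO, positive control TFP / Reagent: labelled myosin peptide probe, 5 nM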
# An asterisk follows results filed as active; x = not tested or not shown. The order is random; any-hit rate near 2.1%.
(1) Cc1ccc(NC(=O)C2CCCCC2C(=O)O)cc1Cl (stereo unspecified)
(2) Cc1cc(Cl)ccc1OCC(=O)NC(=S)Nc1ccccc1N1CCOCC1
(3) C[C@@H]1CCCCO[C@@H](CN(C)S(=O)(=O)c2ccc(F)cc2)[C@@H](C)CN([C@@H](C)CO)C(=O)c2cc(NC(=O)C3CCCCC3)ccc2O1
(4) Cc1ccc(OCC(=O)N/N=C2/SCC(=O)N2Cc2ccco2)cc1
(5) CCOc1ccc(S(=O)(=O)N2CCOCC2)cc1NC(=O)CN1C(=O)NC2(CCCCC2)C1=O
(6) COc1cccc(OC)c1C(=O)Nc1nnc(-c2ccc(F)cc2)s1
(7) CCN(CC(=O)NCc1ccc(Cl)cc1)C(=O)CCc1ccccc1
(8) O=c1c(-c2ccc(F)cc2)coc2cc(O)ccc12
(9) O=C(Nc1ccncc1)C1CC(=O)N(c2ccccc2)C1 (stereo unspecified)
(10) OC(c1ccccc1)(c1ccccc1)C1CCN(CCCOc2ccccn2)CC1
Assay by compound	1	2	3	4	5	6	7	8	9	10
PAX8 inh HTS	-7.3	1.0	13.0	-22.1	-3.9	18.6	17.2	x	-4.5	-22.2
PglD DTNB	x	x	-0.1	x	-0.7	-0.9	-1.1	-2.9	5.7	x
ERAP1 HTS inh	-5.7	-0.3	0.0	1.9	-2.6	2.3	-5.3	-0.4	2.2	0.6
FN deposition inh	15.3	8.2	6.0	16.7	-22.4	-3.2	12.6	x	-16.4	2.1
EWS-Fli block	2.7	1.8	0.9	-1.1	1.9	-13.9	1.4	x	10.1	-8.7
PGC1a acetyl inh	-11.6	x	2.6	-6.2	24.1	2.5	-9.6	-1.7	-0.8	x
LGR2 inh	7.3	x	12.4	24.4	2.5	-4.6	0.0	-20.5	-12.0	0.7
S100A4 inh HTS	-4.1	1.9	-12.1	-9.5	-3.3	-0.5	-1.5	0.6	-2.4	19.7

(11) COc1cc(-c2noc(C)c2C(=O)NCc2ccc(C)o2)cc(OC)c1OC
(12) Cc1nn(CCCC(=O)NC2CCC(C)CC2)c(=O)c2nn(-c3ccccc3)c(C)c12 (stereo unspecified)
(13) COc1nc2ccccc2nc1OC
(14) C/C=C/c1ccc([C@H]2[C@@H](CO)N3C(=O)CN(C(=O)Nc4ccc(OC)cc4)C[C@H]23)cc1
(15) Cc1ccccc1-c1ccc([C@H]2[C@@H](CO)N3C(=O)CN(C(=O)c4ccncc4)C[C@H]23)cc1
(16) Nn1c(Cc2cccc3ccccc23)nnc1SCC(=O)N1CC(=O)Nc2ccccc21
(17) O=C(NNC(=O)c1cc2ccccc2oc1=O)c1ccccc1[N+](=O)[O-]
(18) Clc1ccccc1Cn1nnc(-c2ccccc2)n1
(19) COc1ccc(S(=O)(=O)Nc2ccc3c(c2)CC(=O)N([C@@H](C)CO)C[C@H](C)[C@@H](CN(C)Cc2ccccc2)O3)cc1
(20) CC(C)NC(=O)Nc1ccc2c(c1)C(=O)N([C@@H](C)CO)C[C@@H](C)[C@H](CN(C)S(=O)(=O)c1ccccc1)OCCCC[C@@H](C)O2
Assay by compound	11	12	13	14	15	16	17	18	19	20
PAX8 inh HTS	12.2	5.2	-17.0	-34.4	-18.1	x	0.9	-60.9	-1.0	-11.3
PglD DTNB	-1.7	-0.5	0.8	x	x	-1.7	0.5	x	-1.2	-1.2
ERAP1 HTS inh	-5.6	-1.2	-0.6	2.1	-0.4	0.8	2.5	1.3	1.9	-3.3
FN deposition inh	-3.8	16.8	-2.1	x	3.2	x	1.5	-2.4	x	-5.0
EWS-Fli block	0.8	10.6	-5.9	-0.4	0.8	x	6.2	-52.2	6.3	-12.2
PGC1a acetyl inh	-3.7	-8.5	-5.5	7.6	-5.9	x	0.0	4.7	x	124.4*
LGR2 inh	3.1	-22.6	-49.7	5.3	-12.0	15.3	7.6	-44.6	9.3	-10.7
S100A4 inh HTS	0.1	-12.2	1.1	20.8	-18.8	2.3	-2.9	-0.9	0.3	-7.5

(21) Cc1c(-n2c(SCC(=O)O)nnc2-c2ccccc2Br)c(=O)n(-c2ccccc2)n1C
(22) O=C(CNc1ccc2ccccc2c1)N/N=C/C=C/c1cccc([N+](=O)[O-])c1
(23) COc1cc(NC(=O)CCNS(=O)(=O)c2ccc3c(c2)CCC(=O)N3)cc(OC)c1
(24) Cc1nn(CC(=O)NC2(C#N)CCCCC2)c(C)c1[N+](=O)[O-]
(25) COc1ccc(OC)c(NC(=O)CN2C(=O)NC3(CCCc4ccccc43)C2=O)c1 (stereo unspecified)
(26) O=C1CNC[C@H]2[C@@H](c3ccc(C4=CCCCC4)cc3)[C@@H](CO)N12
(27) CNC(=O)C[C@H]1CC[C@@H]2[C@H](COC[C@@H](O)CN2Cc2ccccc2F)O1
(28) CC(=O)Nc1ccc(S(=O)(=O)N2C(=O)c3cccc4cccc2c34)cc1
(29) Cc1ccc(C)c(NC(=S)N/N=C/C(C)c2ccccc2)c1 (stereo unspecified)
(30) CSCCNC(=O)c1ccc(OC2CCN(S(=O)(=O)N(C)C)CC2)cc1
Assay by compound	21	22	23	24	25	26	27	28	29	30
PAX8 inh HTS	-21.6	24.2	-14.5	-2.1	12.8	7.5	x	25.8	2.7	18.1
PglD DTNB	2.2	x	-5.3	-1.5	1.4	x	3.6	x	x	-3.2
ERAP1 HTS inh	0.3	3.3	1.9	3.1	-1.9	-1.1	-2.6	2.4	2.7	-1.8
FN deposition inh	-5.0	1.3	1.2	12.6	-1.6	-2.1	-1.7	1.3	23.7	-3.4
EWS-Fli block	2.4	14.6	0.4	-5.6	7.9	4.4	x	5.3	6.2	-26.0
PGC1a acetyl inh	0.8	x	12.1	4.9	-1.6	2.4	-1.7	x	4.6	x
LGR2 inh	-9.5	14.1	10.6	-12.6	-5.5	1.0	-6.0	6.9	9.0	6.9
S100A4 inh HTS	8.8	-1.0	-2.2	0.3	0.7	3.6	7.7	4.5	2.1	-1.8

# A second format for part of the listing above:
# Values run as follows: PAX8 inh HTS	PglD DTNB	ERAP1 HTS inh	FN deposition inh	EWS-Fli block	PGC1a acetyl inh	LGR2 inh	S100A4 inh HTS
(24) Cc1nn(CC(=O)NC2(C#N)CCCCC2)c(C)c1[N+](=O)[O-]
 : -2.1	-1.5	3.1	12.6	-5.6	4.9	-12.6	0.3
(25) COc1ccc(OC)c(NC(=O)CN2C(=O)NC3(CCCc4ccccc43)C2=O)c1 (stereo unspecified)
 : 12.8	1.4	-1.9	-1.6	7.9	-1.6	-5.5	0.7

# Down the list, from the results shown:
# Compounds 21–30 in ERAP1 HTS inh read 0.3, 3.3, 1.9, 3.1, -1.9, -1.1, -2.6, 2.4, 2.7, -1.8

# New compounds follow
(31) CCCNC(=S)NNC(=O)c1cc(C2CC2)nc2ccccc12
(32) C[C@H]1CN([C@@H](C)CO)C(=O)Cc2cc(NC(=O)Nc3ccc(F)cc3)ccc2O[C@H]1CN(C)C(=O)Nc1ccc(C(F)(F)F)cc1
(33) CCN(CC(=O)Nc1ccc(OC)cc1)C(=O)CSCc1ccc(C)cc1
(34) CSc1nc(N)n2nc(-c3ccc(Cl)cc3)cc2n1
(35) CSc1ccc(C(=O)C2CCCN(C(=O)CCn3cncn3)C2)cc1 (stereo unspecified)
(36) O=C(NCCc1ccncc1)[C@@H]1[C@@H](CO)[C@@H]2Cn3c(ccc(-c4ccc(F)cc4)c3=O)[C@H]1N2
(37) Cc1ccnc(NCc2cc(Cl)cc(Cl)c2O)c1
(38) Cc1cc(=O)[nH]c2c(C)cc(S(=O)(=O)N3CCOCC3)cc12
(39) CCn1c(SCC(=O)Nc2ccccc2F)nnc1-c1cnccn1
(40) CCCN1[C@H](C(=O)OC)[C@@H](CO)[C@@H]2Cn3c(ccc(-c4ccc(OC)cc4)c3=O)[C@@H]21
Assay by compound	31	32	33	34	35	36	37	38	39	40
PAX8 inh HTS	-10.6	59.7	2.2	-106.8	6.4	1.0	-4.8	-1.4	-16.2	-18.7
PglD DTNB	-3.8	1.4	1.1	-0.8	-5.2	-2.9	2.1	0.6	5.7	-2.5
ERAP1 HTS inh	-0.4	x	-3.3	x	-1.5	-0.1	0.2	1.6	2.1	-5.4
FN deposition inh	x	x	3.5	-6.8	7.1	x	0.7	x	-6.9	x
EWS-Fli block	0.6	-1.1	-2.9	-67.0	x	-2.6	-2.3	x	-36.0	0.2
PGC1a acetyl inh	x	9.0	-0.5	8.2	7.2	x	x	x	4.4	x
LGR2 inh	-12.1	9.2	-15.9	x	7.3	-7.4	-13.9	7.6	-4.5	10.2
S100A4 inh HTS	-5.6	x	-3.6	2.0	6.1	4.0	-4.3	-1.3	-0.5	-34.6

(41) O=C(/C=C/c1cn(-c2ccccc2)nc1-c1ccc2c(c1)OCCO2)NCCO
(42) N#Cc1ccsc1NC(=O)COC(=O)c1ccc(Br)o1
(43) CCN(CC)S(=O)(=O)c1cc(NC(=O)COc2ccc(C#N)cc2OC)ccc1C
(44) CCOC(=O)/C=C1\SCC(=O)N1CC(=O)NCc1cccc(Cl)c1
(45) C[C@@H]1CN([C@H](C)CO)C(=O)Cc2cc(NC(=O)Cc3ccccc3)ccc2O[C@@H]1CN(C)Cc1ccc(C(=O)O)cc1
(46) COc1ccc(-n2c(SCC(=O)Nc3ccc(C(=O)O)cc3)nnc2-c2ccccc2)cc1OC
(47) O=C(O)C=Cc1c[nH]c2nccnc12
(48) C[C@@H]1CN([C@H](C)CO)C(=O)c2cc(NC(=O)c3ccncc3)ccc2O[C@@H]1CN(C)S(=O)(=O)c1ccc(F)cc1
(49) O=C(CCc1nnc(CCCCc2ccccc2)o1)NC1CCCC1
(50) CC(=O)N(C)C[C@H]1Oc2ncc(C#Cc3cccnc3)cc2C(=O)N([C@@H](C)CO)C[C@H]1C
Assay by compound	41	42	43	44	45	46	47	48	49	50
PAX8 inh HTS	34.8	4.4	5.0	3.1	12.0	20.9	-0.3	31.2	11.9	x
PglD DTNB	x	-0.5	4.3	x	-12.9	1.0	4.5	-1.8	8.3	-4.9
ERAP1 HTS inh	-5.9	-5.2	-3.4	0.9	1.9	1.3	-2.1	0.0	-4.6	-5.5
FN deposition inh	3.0	2.5	-0.1	-4.4	x	-4.3	5.3	-5.2	3.1	3.5
EWS-Fli block	12.9	1.3	5.1	1.5	-3.7	6.7	12.7	3.7	0.2	-4.8
PGC1a acetyl inh	-7.1	3.7	2.5	x	0.3	5.4	4.9	-1.1	14.9	-0.7
LGR2 inh	-2.9	13.2	-6.6	8.5	-11.3	-6.9	-7.1	-13.9	3.3	-6.4
S100A4 inh HTS	-1.5	-5.6	5.9	-19.5	0.3	0.8	0.0	5.8	-6.5	1.0

(51) CC1=C(C(=O)OCc2ccccc2)C(c2ccccc2Cl)NC(=O)N1CCCCCC(=O)O (stereo unspecified)
(52) C[C@H](CO)N1C[C@H](C)[C@@H](CN(C)C(=O)Nc2ccccc2)Oc2ccc(NC(=O)Nc3ccc4c(c3)OCO4)cc2CC1=O
(53) Cc1ccc(C)c(OCc2cc(C(=O)N3CCC(N4CCCC(O)C4)CC3)no2)c1 (stereo unspecified)
(54) N#Cc1nc(/C=C/c2ccccc2)oc1NCCCN1CCOCC1
Assay by compound	51	52	53	54
PAX8 inh HTS	-3.4	-31.6	-16.9	-54.0
PglD DTNB	-0.2	2.2	-3.3	x
ERAP1 HTS inh	-0.1	x	-2.6	-98.9
FN deposition inh	11.4	x	-9.0	1.2
EWS-Fli block	1.6	-3.6	-6.1	-18.5
PGC1a acetyl inh	1.6	0.8	7.3	4.0
LGR2 inh	-2.6	0.4	-5.9	x
S100A4 inh HTS	-11.3	x	-4.0	-2.5
